Bioassay records (PubChem BioAssay)
miR122 inh = miR-122 Renilla sensor signal increase in Huh7, primary screen, miR-122 inhibitor project, cell-based, single point, plate reader | Huh7 miR-122 Renilla luciferase sensor, 48 h; neutral wells = 0, positive control = 100 | activation (reporter increase), % at 12.5 µM | 0.3% of 340,000 active;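 active means mean replicate activation score at least 90 and every replicate individually at or above 90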;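 further: higher luciferase means less miR-122 activity so hits act as miR-122 inhibitors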
Cneo AK release = Cryptococcus neoformans cell lysis inducers, primary screen, AK release luminescence, single concentration; 0.2% of 360,000 active; lysis activity, % at 15 µM; C. neoformans lysis, adenylate kinase release luminescence, 4 h; normalised: neutral wells 0, clomiphene wells 100;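 active means mean lysis activity across replicates of at least 80%, whatever share of replicates individually reach that level; inactive means mean lysis activity below 80%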
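Test system: log-phase Cryptococcus neoformans yeast cells; Quantity: yeast cell density of 5 × 10^6 cells/mL; Buffer or medium: YPD; Doses: single compound concentration per well; Timing: 4 h at 37 °C static, read 1 h later; Measured by: AK luminescence; Read-out basis: lysis from increased AK signal; Control set: Clomiphene as positive control.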
EWS-Fli block = EWS/Fli-driven NR0B1 reporter inhibitors, primary screen, A673 cells, NR0B1 luciferase, luminescence, MLPCN library. viability-normalised. inhibition, % at 12.6 µM. 0.67% of 350,000 active. AID 651661, 2012;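 active means mean inhibition of at least 50% after viability correction, with every replicate also passing that limit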;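 further: firefly luciferase signal divided by Alamar Blue viability fluorescence both relative to DMSO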
Casp6 inh = human caspase-6 inhibitors, primary screen, biochemical, VEID-R110 fluorescence, single point, set 2; 0.53% of 350,000 active; purified caspase-6, Z-VEID-R110 cleavage fluorescence; AID 686996, 2013; inhibition, % at 12.5 µM;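 active means mean inhibition across replicates at least about 35%, with every replicate also reaching that limit, limit read from the data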;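 further: 0% = median of neutral control wells and 100% = no fluorescence left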
Target sequence (P55212 24-179 limits assumed): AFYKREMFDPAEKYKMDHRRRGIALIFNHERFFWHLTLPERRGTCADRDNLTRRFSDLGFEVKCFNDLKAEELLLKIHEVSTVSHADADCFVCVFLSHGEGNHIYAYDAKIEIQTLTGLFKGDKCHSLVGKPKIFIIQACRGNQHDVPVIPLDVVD
Target sequence (P55212 194-293 limits assumed): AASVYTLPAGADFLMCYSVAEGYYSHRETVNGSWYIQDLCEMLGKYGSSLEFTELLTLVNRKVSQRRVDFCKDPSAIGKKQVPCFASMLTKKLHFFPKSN
LGR2 antag = inhibitors of bursicon-induced LGR2 CRE-luciferase signal, primary screen, cell-based, HEK293, CRE-luciferase reporter, bursicon stimulation; Drosophila bursicon receptor LGR2 (rickets); bursicon-stimulated, 4 h; inhibition, % at 9.99 µM; 0.35% of 380,000 active; AID 720647, 2013;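 active means drop in luminescence signal, shown as inhibition above about 50% in the replicate tests, limit read from the data, passing the limit was not always enough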;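 further: agonist challenge used bursicon conditioned medium at about half maximal strength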
PGC1a acetyl inh = inhibitors of PGC1a acetylation signal, primary screen, cell-based, U2OS, AlphaScreen, inhibitor mode. AlphaScreen anti-acetyl-lysine; with virally co-expressed GCN5 acetyltransferase. inhibition, % at 15.6 µM. 0.17% of 350,000 active;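 active means every replicate shows inhibition of at least 40%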;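 further: 0% = neutral control wells and 100% = positive control wells; some results beyond the cut were filed as inactive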
FN deposit inh = inhibitors of fibronectin matrix deposition, primary screen, AH1F cells, Alexa488-fibronectin fluorescence, plate reader. 0.086% of 350,000 active. AH1F fibroblasts, overnight. inhibition, % at 12.6 µM. AID 743247, 2014;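 active means mean inhibition across replicates of 30% or more, regardless of how many single replicates reach that level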;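 further: positive control wells lacked labelled fibronectin entirely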
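Assay system: AH1F fibroblast monolayer, labelled fibronectin deposition. Amount: 10000 cells per well. Also added: labelled fibronectin 24 nM. Compound: single-point pinned compound. Incubation: cell attachment 1 h, compound and FN exposure overnight. Detection: fluorescence after three HBSS washes, excitation 485 nm, emission 525 nm. Read-out: inhibition of fibronectin deposition signal.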
PAX8 reporter = inhibitors of PAX8-driven TPO luciferase reporter, primary screen, RMG-I cells, single concentration. SteadyGlo, 24 h. inhibition, % at 12.6 µM. 1.2% of 360,000 active. AID 652154, 2013;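 active means mean replicate inhibition at least 60% with every replicate also reaching 60%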;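 further: luciferase light reporting Pax8 driven TPO promoter activity; plate controls were median of neutral control wells for no effect and mitoxantrone controls for full effect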
Active calls of the source: *; x = not tested or not shown; & = joins results of further samples; [ ] = another dose, or the depositor's remark.

Below each SMILES – miR122 inh | Cneo AK release | EWS-Fli block | Casp6 inh | LGR2 antag | PGC1a acetyl inh | FN deposit inh | PAX8 reporter
> CCOc1ccc(CN(C(=O)c2oc3cc(C)ccc3c2C)C2CCS(=O)(=O)C2)cc1 (configuration not stated)
→ -1 | 4 | x | x | x | x | -3 | 11
> O=S(=O)(c1ccc2ccccc2c1)N1CCC(c2nc(-c3ccncc3)no2)CC1
→ 5 | 0 | 15 | 5 | 7 | -2 | x | x
> CCCOC(=O)c1ccc(NC(=O)CCC(=O)OCC)cc1
→ -2 | 1 | x | x | x | -4 | 3 | x
> O=C(Nc1ccc(COc2ccccc2)cc1)Nc1cccc(C(=O)O)c1
→ -19 | 0 | 19 | -4 | -12 | 0 | 3 | -23
> O=c1cc[nH]c2cccc(Cc3ccccc3)c12
→ 0 | 0 | x | x | x | 1 | -16 | -13
> COc1ccc(CCN(C)C(=O)c2ccc(COc3ccccc3)o2)cc1OC
→ -4 | -1 | 5 | -259 | -29 | -5 | 9 | -7
> CCOC(=O)C1=C(C)N(c2ccccc2)C(=O)NC1c1cccc([N+](=O)[O-])c1 (configuration not stated)
→ -1 | 2 | x | x | 7 | -2 | 6 | 20
> O=C(CCN1CCN(c2ccccc2F)CC1)Nc1ccccc1Cl
→ 1 | 4 | 12 | 0 | 1 | 18 | -9 | 0
> O=C(Nc1ccc2c(c1)OCO2)N1CCN(C(=O)C2CCCO2)CC1 (configuration not stated)
→ -2 | -1 | x | x | x | 1 | -1 | -20
> CC1CC(C)CN(C2CCCCC2NS(=O)(=O)c2ccc(Cl)cc2)C1 (configuration not stated)
→ -3 | -2 | 3 | 3 | 16 | 1 | 2 | 15
> Cc1cccc(C(=O)NC2CC3CCC(C2)N3C)c1 (configuration not stated)
→ -1 | 3 | -1 | 0 | -6 | x | -5 | -5
> COc1cc(CCC(=O)OCC(=O)Nc2c(C)cc(C)cc2C)cc(OC)c1OC
→ x | x | -8 | -1 | -2 | x | -1 | -19
> CC(C)(CNC(=O)CCC1CCCC1)CNC(=O)CCC1CCCC1
→ x | 5 | 13 | 6 | -11 | x | x | 1
> COc1ccc(CN(C)C[C@@H]2Oc3ccc(NS(=O)(=O)c4ccccc4)cc3CC(=O)N([C@H](C)CO)C[C@H]2C)cc1
→ 7[16.7 µM] | -1 | -8 | x | 1 | 2 | x | x
> CC(C(=O)c1c[nH]c(C(N)=O)c1)c1ncc(C(F)(F)F)cc1Cl (configuration not stated)
→ 2 | x | 6 | 5 | 8 | -4 | -6 | 18
> Cc1ccc(S(=O)(=O)N(C)C[C@@H]2OCCCC[C@H](C)Oc3ccc(NS(=O)(=O)c4c(C)noc4C)cc3C(=O)N([C@@H](C)CO)C[C@@H]2C)cc1
→ -8[16.7 µM] | -2 | 12 | -3 | -5 | 0 | 5 | 11
> CCOC(=O)N1CCC(n2c(SCC(=O)N3CCCC3)nc3ccccc3c2=O)CC1
→ -7 | 5 | x | x | x | x | 4 | 3
> C[C@@H]1CN([C@@H](C)CO)S(=O)(=O)c2ccc(C#CCN(C)C)cc2O[C@H]1CN(C)S(C)(=O)=O
→ 11[16.7 µM] | 11 | -15 | 1 | -15 | 0 | x | x
> Cn1c2ccccc2c2cc(/C=N/NC(=O)c3ccccc3F)ccc21
→ x | -3 | x | 1 | -6 | x | x | -11
> CC1Cc2cc(S(=O)(=O)NCCc3ccccc3)ccc2N1C(=O)C1CC1 (configuration not stated)
→ 132* | x | x | 3 | 15 | -8 | -2 | -3
> CCC(=O)N1[C@H](CN(C(C)C)S(C)(=O)=O)[C@H](c2ccccc2)[C@@H]1CO
→ 33[16.7 µM] | 0 | 2 | 0 | -9 | 13 | -1 | 1
> COc1ccc(OC(C)C(=O)Nc2ccc(F)cc2F)cc1 (configuration not stated)
→ 5 | x | -1 | 2 | -22 | 2 | 2 | -2
> O=S(=O)(NC(=NCc1ccccc1)c1ccccc1)c1ccccc1
→ x | 2 | 2 | 0 | 7 | x | 5 | 11
> Cc1ccc(-c2ccc(=O)n(Cc3c(F)cccc3Cl)n2)cc1
→ x | -1 | -3 | 1 | -5 | 4 | 0 | 4
> O=C(N/N=C/c1ccc(-c2ccc([N+](=O)[O-])cc2)o1)C(O)c1ccccc1 (configuration not stated)
→ x | x | -8 | 3 | 2 | x | 7 | -3
> CCc1nc2ccc(C(=O)N3CCN(c4ccc([N+](=O)[O-])cc4)CC3)cc2nc1CC
→ -7 | 2 | x | -2 | -19 | x | -3 | 37
> CCOC(=O)N1CCN(C(=O)COC(=O)CNC(=O)c2ccc(Cl)cc2Cl)CC1
→ x | 1 | 0 | 1 | 3 | 16 | -9 | -9
> COC(=O)c1c(NC(=O)/C=C/c2ccc3c(c2)OCO3)sc(C)c1C
→ 0 | 6 | -9 | x | 2 | x | x | -10
> CCCc1cc(=O)[nH]c(SCC(=O)N(C)C2CCCCC2)n1
→ -2 | 0 | -4 | 2 | 0 | 6 | 3 | -1
> CN(C1=NS(=O)(=O)c2ccccc21)c1ccc(OC(=O)c2ccncc2)cc1
→ -15 | x | -2 | 1 | x | x | -3 | -4

Entries of single compounds from above. Order of screens: miR122 inh	Cneo AK release	EWS-Fli block	Casp6 inh	LGR2 antag	PGC1a acetyl inh	FN deposit inh	PAX8 reporter
O=C(CCN1CCN(c2ccccc2F)CC1)Nc1ccccc1Cl is listed as 1	4	12	0	1	18	-9	0
COC(=O)c1c(NC(=O)/C=C/c2ccc3c(c2)OCO3)sc(C)c1C is listed as 0	6	-9	x	2	x	x	-10
CC1CC(C)CN(C2CCCCC2NS(=O)(=O)c2ccc(Cl)cc2)C1 (configuration not stated) is listed as -3	-2	3	3	16	1	2	15
CC(C(=O)c1c[nH]c(C(N)=O)c1)c1ncc(C(F)(F)F)cc1Cl (configuration not stated) is listed as 2	x	6	5	8	-4	-6	18

The list continues:
Below each SMILES – miR122 inh | Cneo AK release | EWS-Fli block | Casp6 inh | LGR2 antag | PGC1a acetyl inh | FN deposit inh | PAX8 reporter
> C[C@@H]1CN([C@@H](C)CO)C(=O)c2cccc(NC(=O)C3CCCCC3)c2O[C@@H]1CN(C)C(=O)Nc1ccc2c(c1)OCO2
→ -8[16.7 µM] | -1 | -11 | -1 | 8 | -5 | x | -3
> COc1ccc(CN(C)CC(=O)Nc2sc3c(c2C#N)CCC3)cc1OC
→ x | x | 14 | 1 | 5 | -20 | 12 | 20
> CCOc1ccc(CNC(=O)CCC(=O)n2ncc3ccc(Cl)cc32)cc1
→ x | 2 | 8 | 0 | 18 | x | 9 | 6
> CCCC(=O)N1CC2(CCN(Cc3nccs3)CC2)c2c([nH]c3cc(OC)ccc23)[C@H]1CO
→ x | x | -5 | -4 | -11 | 7 | x | 2
> Nn1cc(-c2ccccc2)nc1SCC(=O)Nc1ccc2c(c1)OCO2
→ x | x | 7 | 1 | x | x | 4 | 13
> COCCNC(=O)C1C(=O)Nc2ccccc2C(=O)N1c1ccc2c(c1)OCCO2 (configuration not stated)
→ x | x | -4 | -1 | -14 | x | 4 | -18
> Cc1ccc(C(=O)OCC(=O)NCc2ccc(Cl)cc2Cl)o1
→ x | -1 | -1 | 11 | -19 | x | 5 | 5
> O=C(CN1C(=O)c2ccccc2S1(=O)=O)Nc1cccc(S(=O)(=O)N2CCCCC2)c1
→ 14 | 0 | 1 | -1 | 13 | -5 | -7 | 10
> O=C(Nc1ccccc1F)N1CCCCN2[C@@H](CO)[C@@H](c3ccc(C#Cc4cccnc4)cc3)[C@@H]2C1
→ -1[16.7 µM] | 2 | 10 | -1 | 14 | -5 | x | 18
> COc1cc(S(=O)(=O)N(Cc2ccco2)C2CCCC2)ccc1-n1cnnn1
→ 22 | -2 | 11 | -1 | 6 | 13 | x | x
> CC1(C)OC(=O)N(c2ccccc2)C12C=Cc1cc(Br)ccc1O2 (configuration not stated)
→ -11 | 0 | x | x | x | -17 | 2 | x
> CCN(CC)CCNC(=O)CCCNC(=O)Cn1cnc2sc(C)c(C)c2c1=O
→ -5 | 3 | x | x | x | 4 | -1 | -1
> COc1cccc(/C=N/NC(=O)c2cccc([N+](=O)[O-])c2)c1OS(=O)(=O)c1ccc(C)cc1
→ 2 | 1 | x | x | x | -2 | 1 | -1
> C[C@@H]1CN([C@H](C)CO)C(=O)c2cc(NC(=O)Cc3ccccc3)ccc2O[C@@H]1CN(C)S(=O)(=O)c1cccs1
→ 29[16.7 µM] | -2 | 2 | 4 | 0 | 4 | x | x
> O=C(NCCCCC(NC(=O)C1CCCCC1)C(=O)O)c1ccccc1 (configuration not stated)
→ -5 | 0 | -9 | -3 | 2 | -1 | x | x
> Cc1ccc(-n2nc(C(=O)O)cc2-c2ccc(Cl)cc2)cc1
→ x | x | 1 | 0 | x | 2 | 2 | 4
> CCOC(=O)C1(Cc2ccccc2)CCN(Cc2cnc(N3CCOCC3)s2)CC1
→ -3 | 6 | -41 | 1 | x | -12 | 7 | 8
> O=C(C(=O)N1CCN(c2ccccc2)CC1)c1cccc(Br)c1
→ x | x | -1 | 1 | -21 | x | -4 | -5
> O=C(CCCCC(=O)Nc1c(I)cc(I)c(C(=O)O)c1I)Nc1c(I)cc(I)c(C(=O)O)c1I
→ -4 | -2 | -5 | 12 | -18 | 11 | -3 | -4
> Cc1cc(C)nc(NC(=O)CSc2nn(-c3ccccc3)c(=S)s2)n1
→ 3 | -1 | 6 | -3 | x | -11 | 7 | 19
> CN(C)C(CNC(=O)c1ccc(S(=O)(=O)Nc2cccc(C(F)(F)F)c2)cc1)c1ccco1 (configuration not stated)
→ 7 | -1 | 5 | -76 | 4 | -10 | x | -4
> O=C(Nc1cccnc1Cl)c1cccs1
→ x | -1 | -10 | 2 | -1 | x | -2 | -12
> COc1ccc(-n2c(=O)c3ccccc3n(CC(=O)NC3CCCCC3)c2=O)c(OC)c1
→ -9 | 0 | x | x | x | 1 | 5 | 13
> Cc1noc(C)c1NC(=O)Nc1cccc2c1O[C@H](CN(C)S(=O)(=O)c1cccs1)[C@@H](C)CN([C@H](C)CO)C2=O
→ 3[16.7 µM] | 0&0 | 1&-2 | 0 | 19&32 | 4&5 | 5&1 | 0
> O=[N+]([O-])c1cnccc1Nc1ccc(F)cc1
→ -9 | -2 | x | x | x | 6 | 1 | x
> COc1ccc(NC(=O)/C(C#N)=C/c2c(C)nn(-c3ccc(F)cc3)c2Cl)cc1Cl
→ 10 | 8 | 4 | 1 | x | x | 4 | 4

In the list so far, these contain a CF3 group:
Below each SMILES – miR122 inh | Cneo AK release | EWS-Fli block | Casp6 inh | LGR2 antag | PGC1a acetyl inh | FN deposit inh | PAX8 reporter
> CC(C(=O)c1c[nH]c(C(N)=O)c1)c1ncc(C(F)(F)F)cc1Cl (configuration not stated)
→ 2 | x | 6 | 5 | 8 | -4 | -6 | 18
> CN(C)C(CNC(=O)c1ccc(S(=O)(=O)Nc2cccc(C(F)(F)F)c2)cc1)c1ccco1 (configuration not stated)
→ 7 | -1 | 5 | -76 | 4 | -10 | x | -4
